Bioassay records as filed in PubChem.
APP 5'UTR act = activates APP 5'UTR luciferase reporter; SH-SY5Y APP 5'UTR luciferase reporter, luminescence; zero percent = DMSO vehicle wells; activation, % at 2 µM; 190,000 compounds, 1% hits; AID 1276;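 active = activation above a set limit, based on mean plus 3 SD of controls, cut at about 140% in these data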; also: values of inactives mirror those of a sister screen read the other way
FLuc act counter = affects firefly luciferase, flagging false hits in luciferase stimulation screens | ATPlite luciferase biochemical, luminescence, 10 min; 0 = ATP-free wells, 1 = DMSO control | activation factor at 10 µM | 200,000 tested, under 10 active | AID 1027;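 active = luciferase activation factor, scaled between plate controls, of at least 2 with compound at 10 µM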
Target sequence (P08659 whole entry, looked up): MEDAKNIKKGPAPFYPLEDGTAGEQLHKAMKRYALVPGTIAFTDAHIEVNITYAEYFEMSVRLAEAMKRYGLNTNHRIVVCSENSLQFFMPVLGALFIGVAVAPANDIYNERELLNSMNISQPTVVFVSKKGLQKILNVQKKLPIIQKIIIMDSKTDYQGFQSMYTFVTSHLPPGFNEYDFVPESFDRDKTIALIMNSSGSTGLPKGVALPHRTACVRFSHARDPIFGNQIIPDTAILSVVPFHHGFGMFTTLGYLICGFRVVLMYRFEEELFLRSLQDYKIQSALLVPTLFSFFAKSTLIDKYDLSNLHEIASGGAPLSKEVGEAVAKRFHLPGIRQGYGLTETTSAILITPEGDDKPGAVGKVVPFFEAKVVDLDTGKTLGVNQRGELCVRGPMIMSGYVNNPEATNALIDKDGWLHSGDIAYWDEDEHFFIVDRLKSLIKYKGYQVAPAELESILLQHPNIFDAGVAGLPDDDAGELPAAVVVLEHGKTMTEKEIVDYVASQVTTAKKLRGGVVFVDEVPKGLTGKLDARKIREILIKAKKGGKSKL
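System: luciferase plus luciferin reagent, cell-free; medium: PBS as buffer for the ATP substrate; dosing: test compounds dosed from 2 mM stocks in 100% DMSO; timing: 10 min post-reagent at room temperature; measured by: luminescence measurement of luciferase light output; evaluation: luciferase activation, seen as luminescence increase over controls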
STAT1 blocker = STAT1 signaling inhibition. NIH 3T3 STAT1-luciferase reporter, IFN-gamma, luminescence. inhibition, % at 5.5 µM. 200,000 compounds, 0.35% hits;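 active = inhibition above a set limit, the mean inhibition across all tested compounds plus 3 SD, cut at about 34% in these data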;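 also: 0% = IFN-gamma with DMSO and 100% = IFN-gamma with 300 µM nifuroxazide; values of inactives mirror those of a sister screen read the other way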
NF-kB neuron act = NF-kB expression increase, human neuronal cells | NF-kB reporter expression; stronger effect = higher value | fold change at 12.5 µM | 190,000 compounds, 1.6% hits; in the data active = fold change above about 3.3
FLuc inhib CS = Photinus pyralis luciferase inhibition counter-screen | 200,000 compounds, 1.5% hits | inhibition, % at 10 µM | ATPLite firefly luciferase biochemical luminescence, 10 min | AID 1006 | P08659;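 active = inhibition above about 50% when tested at 10 µM, limit read from the data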
STAT3 act = increases IL-6 driven STAT3 reporter signal; U3A cells, IL-6 STAT3-luciferase reporter, luminescence; 100% = signal with IL-6 EC80 alone; 190,000 compounds, 0.91% hits; AID 871; activation (% of control), % at 5.6 µM;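 active = activation above the screen-wide mean of compound activation plus 3 SD, cut at about 130% in these data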;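 also: 0% = background luminescence of wells with medium and substrate only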
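Material: STAT3-luciferase reporter U3A cells. Controls: IL-6-treated wells, 100% activation. Read-out: % activation versus median of IL-6-stimulated wells. Probe or stimulus: IL-6 stimulus at 33 ng/mL final. Timing: compound 1 h, then IL-6 6 h at 37 °C. Signal: reporter luminescence signal.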
ROMK primary = modulators of human ROMK potassium channel; P48048; Tet-inducible ROMK, thallium flux fluorescence; actives lie on both sides; B-score at 10 µM; 130,000 compounds, 2% hits; AID 1918;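 active = signal ratio slope over the read window, or its plate-corrected B-score, at least 3 SD from the plate mean, either direction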;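 also: B-score of the F/F0 ratio slope over 7 to 12 s after thallium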
Target sequence (P48048 whole entry, looked up): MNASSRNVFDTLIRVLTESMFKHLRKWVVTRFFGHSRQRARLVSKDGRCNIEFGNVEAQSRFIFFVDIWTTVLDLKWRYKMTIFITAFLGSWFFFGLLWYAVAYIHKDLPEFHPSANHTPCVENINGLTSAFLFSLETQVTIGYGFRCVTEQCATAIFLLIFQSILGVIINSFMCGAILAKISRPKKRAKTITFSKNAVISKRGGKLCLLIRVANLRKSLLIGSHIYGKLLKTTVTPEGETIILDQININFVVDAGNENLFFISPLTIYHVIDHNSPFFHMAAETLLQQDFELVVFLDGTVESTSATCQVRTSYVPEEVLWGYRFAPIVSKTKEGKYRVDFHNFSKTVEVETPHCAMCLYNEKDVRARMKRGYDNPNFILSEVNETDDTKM
STAT1 activator = STAT1 signaling activation; AID 932; 200,000 compounds, 2.6% hits; activation (% of control), % at 5.5 µM; NIH 3T3 STAT1-luciferase reporter, IFN-gamma, luminescence; 100% = IFN-gamma alone, no compound;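 active = activation above the screen-wide mean activation plus 3 SD, cut at about 130% in these data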;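 also: raw ratio to IFN-gamma control signal so 100% means no change and 0% no light; values of inactives mirror those of a sister screen read the other way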
APP 5UTR inh = APP translation inhibition. SH-SY5Y APP 5'UTR-luciferase reporter, luminescence. inhibition, % at 2 µM. 190,000 compounds, 0.82% hits;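 active = inhibition above a set limit, derived from the sample mean plus 3 SD, cut at about 45% in these data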; also: values of inactives mirror those of a sister screen read the other way
STAT3 inh = reduces IL-6 driven STAT3 reporter signal; U3A cells, IL-6 STAT3-luciferase reporter, luminescence; host cell line lacks STAT1; 190,000 compounds, 0.89% hits; inhibition, % at 5.5 µM;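 active = inhibition above the mean inhibition across all screened compounds plus 3 SD, cut at about 44% in these data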;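 also: 0% = DMSO only wells and 100% = 100 µM nifuroxazide control wells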
* hit, by the source's call; · = no result given. Not a hit list (roughly 7.1% active in at least one column).

item	smiles	APP 5'UTR act	FLuc act counter	STAT1 blocker	NF-kB neuron act	FLuc inhib CS
1	CCCCn1c(SCC(=O)Nc2ccc(OC)cc2)nc2ccc(N3CCOCC3)cc2c1=O	1	0.9	9	0.79	7
2	O=C(O)c1ccc(N2C(=O)c3cccc(Oc4ccc(Cl)cc4)c3C2=O)cc1	9	1.1	-5	1.2	-5
3	Cc1nc(N=C(N)N)nc2ccccc12	23	1.1	-3	1.1	-8
4	Cc1nc(-c2ccccc2)nc2[nH]c(C(C)C)cc(=O)c12	15	1.1	0	1	-6
5	O=C(Cc1ccccc1)NC1CCN(C(=O)NCc2ccccc2)CC1	-18	1.1	-4	1.2	-9
6	CCC(=O)Nc1ccc2c(c1)nc(CCN1CCN(C)CC1)n2C	17	1	-5	1.1	-4
7	Fc1ccc(N2CCN(C3=Nc4cccc5cccc3c45)CC2)cc1	34	0.9	-31	0.6	9
8	COc1ccc(C(=O)C(OC(=O)c2ccc(C)c(NC(C)=O)c2)c2ccccc2)cc1 (stereo unspecified)	1	1	10	0.93	-3
9	C=CCNC(=S)N1CCC(C(N)=O)CC1	-4	1	-2	1.2	-4
10	Cc1ccc(N(C(C)C(=O)N2CCOCC2)S(C)(=O)=O)cc1C (stereo unspecified)	-8	1.1	5	0.94	-5
11	Cc1nn(-c2ncc(C(F)(F)F)cc2Cl)c(=O)n1-c1ccccc1	-16	1.1	13	1.2	-5
12	C(=C\c1ccccc1)/CSc1nnc(-c2cnccn2)n1Cc1ccco1	18	1.1	1	0.94	-8

item	STAT3 act	ROMK primary	STAT1 activator	APP 5UTR inh	STAT3 inh
1	90	·	92	-1	17
2	103	·	104	-9	-1
3	116	0.26	103	-23	-18
4	87	-0.32	97	-15	18
5	99	0.71	102	18	1
6	100	·	105	-17	10
7	88	-0.61	127	-34	15
8	97	1	91	-1	10
9	100	0.43	104	4	5
10	99	·	93	8	8
11	95	1.2	88	16	12
12	95	·	99	-18	10

Next section.
item	smiles	APP 5'UTR act	FLuc act counter	STAT1 blocker	NF-kB neuron act	FLuc inhib CS
13	CC(CC(=O)NC(C)c1ccc2c(c1)OCCO2)c1ccccc1 (stereo unspecified)	-11	1	11	1.1	-3
14	Cc1cc(N)n(-c2ccccc2C)n1	-6	1	-2	1.2	-2
15	CC(Nc1nc(N2CCN(CCO)CC2)nc2ccccc12)c1ccccc1 (stereo unspecified)	-6	1	-8	0.99	-3
16	CCOC(=O)N1CCN(C(c2ccc(C(C)C)cc2)c2sc3nc(C)nn3c2O)CC1 (stereo unspecified)	6	1	16	0.99	0
17	COc1cc(C(c2sc3nc(C)nn3c2O)N2CCOCC2)cc(OC)c1OC (stereo unspecified)	-1	1.1	-2	0.89	-7
18	CCN(C(=O)Cn1cnc2cc([N+](=O)[O-])ccc2c1=O)C1CCS(=O)(=O)C1 (stereo unspecified)	-13	1	4	1.1	-3
19	O=C1CCCC2=C1C(c1ccc(O)c(O)c1)c1c(ccc3ncccc13)N2 (stereo unspecified)	-9	1	-4	1.4	0
20	COc1ccccc1-c1cnnc(N/N=C/c2ccc(-c3cccc(Br)c3)o2)n1	19	1.1	-1	1.1	-9
21	O=C(COc1cc(O)c2c(=O)cc(-c3ccccc3)oc2c1)c1ccccc1	1	1	-3	1	-5
22	CCc1ccc(NC(=O)CSc2nc3ccccc3c(=O)n2CCCC(=O)N2CCCC2)cc1	8	1.1	1	0.69	-10
23	CCOC1=C/C(=C/c2c(N)n3oc(C)cc3nc2=O)C=CC1=O	8	1.1	7	·	-7
24	Fc1ccccc1COc1ccc(Br)cc1CNCC1CCCO1 (stereo unspecified)	-8	1.1	11	0.95	-6

item	STAT3 act	ROMK primary	STAT1 activator	APP 5UTR inh	STAT3 inh
13	100	·	90	11	3
14	105	-0.64	100	6	3
15	96	·	106	6	9
16	109	·	83	-6	-12
17	98	·	102	1	8
18	104	-0.88	96	13	-3
19	99	-0.48	106	9	6
20	83	-0.84	94	-19	23
21	94	0.023	103	-1	14
22	97	1.7	99	-8	8
23	100	-1.5	94	-8	6
24	86	-1.1	88	8	22

(next part)
item	smiles	APP 5'UTR act	FLuc act counter	STAT1 blocker	NF-kB neuron act	FLuc inhib CS
25	COc1cc(NC(=O)C2CCCCC2)c2ncccc2c1	-11	1	-1	0.87	3
26	O=C(O)CCCC(=O)N1CCc2cc(S(=O)(=O)N3CCc4ccccc43)ccc21	-5	1	5	0.97	-4
27	CCn1nnc(-c2ccccc2NC(=O)c2cccc(-n3cnnn3)c2)n1	8	1	-6	1.1	2
28	CSc1ccccc1NC(=O)CO/N=C(\C)c1cc2ccccc2o1	27	0.9	0	2.5	6
29	Cc1ccc(OCC(=O)NNC(=O)CCc2ccccc2)cc1	15	1	9	0.96	-3
30	O=C(COC(=O)/C=C/c1nc2ccccc2s1)Nc1cccc2ccccc12	-16	1	4	1.1	0
31	CC(=O)N1CCN(c2ccc(N=Cc3c(O)n(Cc4ccccc4)c(=O)[nH]c3=O)cc2)CC1	9	0.9	-5	1.2	7
32	CN(C)CCNC(=O)COc1cccc(Cl)c1	21	1	2	1.1	0
33	CCCCn1c2ccccc2c2nnc(SCC(=O)NC3=NN=C(c4ccccc4)CS3)nc21	-6	1	2	1.2	-5
34	Cc1cc2cc(CN3C(=O)c4ccccc4C3=O)ccc2n1C	4	1	7	1.1	-5
35	Cc1ccc2[nH]c(=O)c(CN(CCN3CCOCC3)C(=O)Nc3ccccc3F)cc2c1	3	1	1	0.66	-4
36	COC(=O)c1cc(NC(=O)C2(S(=O)(=O)c3ccc(Cl)cc3)CC2)cc(C(=O)OC)c1	7	0.9	0	1.3	6

item	STAT3 act	ROMK primary	STAT1 activator	APP 5UTR inh	STAT3 inh
25	105	·	101	11	-2
26	122	·	95	5	-22
27	82	·	106	-8	29
28	96	0.36	100	-27	5
29	102	·	92	-15	4
30	101	0.07	96	16	-1
31	83	-0.21	105	-9	22
32	94	·	100	-21	14
33	136*	·	98	6	-50
34	95	-0.0043	94	-4	9
35	101	·	99	-4	5
36	98	-0.28	102	-8	0

Reprinted at random: 5 compounds from above
item	smiles	APP 5'UTR act	FLuc act counter	STAT1 blocker	NF-kB neuron act	FLuc inhib CS
15	CC(Nc1nc(N2CCN(CCO)CC2)nc2ccccc12)c1ccccc1 (stereo unspecified)	-6	1	-8	0.99	-3
36	COC(=O)c1cc(NC(=O)C2(S(=O)(=O)c3ccc(Cl)cc3)CC2)cc(C(=O)OC)c1	7	0.9	0	1.3	6
20	COc1ccccc1-c1cnnc(N/N=C/c2ccc(-c3cccc(Br)c3)o2)n1	19	1.1	-1	1.1	-9
30	O=C(COC(=O)/C=C/c1nc2ccccc2s1)Nc1cccc2ccccc12	-16	1	4	1.1	0
8	COc1ccc(C(=O)C(OC(=O)c2ccc(C)c(NC(C)=O)c2)c2ccccc2)cc1 (stereo unspecified)	1	1	10	0.93	-3

item	STAT3 act	ROMK primary	STAT1 activator	APP 5UTR inh	STAT3 inh
15	96	·	106	6	9
36	98	-0.28	102	-8	0
20	83	-0.84	94	-19	23
30	101	0.07	96	16	-1
8	97	1	91	-1	10

(continued)
item	smiles	APP 5'UTR act	FLuc act counter	STAT1 blocker	NF-kB neuron act	FLuc inhib CS
37	CN(C)CCCNC(=O)c1ccc(-c2ccccc2)cc1	6	1.1	4	1.1	-8
38	N#C/C(=C/c1cccn1-c1cccc(C(=O)O)c1)c1ccc(F)cc1	-9	1	-5	1.4	-4
39	COc1ccc(NC(=O)CSc2nnc(CNc3ccc(F)cc3)o2)c(OC)c1	-4	1.1	-1	0.93	-6
40	CCOC(=O)c1[nH]c(CSc2nnnn2-c2ccccc2C)c(C(=O)OCC)c1C	15	1	2	1.2	-2
41	Cc1cc(C(=O)O)c(C)n1-c1ccccc1	0	1.1	-10	1.1	-9
42	COc1ccc(-c2nnc3ccc(SCC(=O)Nc4nccs4)nn23)cc1OC	-5	1	-1	1.1	2
43	O=c1c2sc(-c3ccccc3)cc2nc2n1CCC2	125	0.5	-7	3.9*	55*
44	CCOC(=O)N1CCN(S(=O)(=O)c2cc(Br)cc3c2N(C(=O)C2CC2)CC3)CC1	17	1	3	1	-5
45	COc1ccc(OC(=O)c2cc3ccccc3o2)cc1	-4	0.4	1	1.1	57*
46	CCCN(CC(=O)Nc1cc(Cl)ccc1Cl)C(=O)/C=C/c1ccco1	0	1	-2	0.87	-5
47	Cc1ccc(S(=O)(=O)NC(CN2CCOCC2)=NCCNS(=O)(=O)c2ccccc2)cc1	-4	1.1	-1	0.83	-6
48	CC(=O)N/C(=C\c1ccc(F)cc1)C(=O)NC(C(=O)O)C(C)C (stereo unspecified)	11	1.1	-6	1.1	-5

item	STAT3 act	ROMK primary	STAT1 activator	APP 5UTR inh	STAT3 inh
37	99	-1.6	96	-6	4
38	104	-0.032	103	9	2
39	101	·	101	4	8
40	106	-0.62	99	-15	-2
41	110	0.4	109	0	-11
42	99	·	101	5	3
43	61	·	106	-125	49*
44	104	·	96	-17	2
45	90	0.16	99	4	14
46	90	·	102	0	16
47	105	-0.67	101	4	2
48	101	0.038	103	-11	3

Other compounds follow.
item	smiles	APP 5'UTR act	FLuc act counter	STAT1 blocker	NF-kB neuron act	FLuc inhib CS
49	C=CCN1C(=O)C2C(C(=O)NC)C3(C)C=CC2(O3)C1C(=O)NCc1ccc(OC)cc1 (stereo unspecified)	-6	1	0	1.1	-3
50	CN(CCOc1ccccc1)Cc1nc2cc(Cl)ccc2c(=O)[nH]1	34	1	2	1.2	-2
51	CN1CCN(C(=O)NCC23CC4CC(CC(C4)C2)C3)CC1	-9	1	-5	1.1	-5
52	O=C(Nc1ccccc1)c1snc2c(=O)[nH]cnc12	4	1.1	-6	1.5	-5
53	Cc1ccccc1N=C1c2ccccc2C(=O)C1[N+](=O)[O-] (stereo unspecified)	7	1.1	-5	0.92	-6
54	CN(C(=O)c1ccccc1)c1ccc(OCC(=O)NC2CCS(=O)(=O)C2)cc1 (stereo unspecified)	4	1	7	1.1	4
55	Cc1cc(C)cc(-n2c(C)cc(/C=N/NC(=O)c3ccncc3)c2C)c1	14	1.1	4	1.3	-7
56	O=C1CSC(=Nc2ccccc2[N+](=O)[O-])N1	-14	1.1	-1	1.1	-8
57	Cc1ccc(N2CC(c3nc4ccccc4[nH]3)CC2=O)c(C)c1 (stereo unspecified)	-4	1	-1	1.1	0
58	CCCOCC(O)CCc1n[nH]c(=S)n1-c1ccccc1 (stereo unspecified)	-9	1	0	0.93	-4
59	O=S(=O)(c1ccc(-c2nc3ccccc3s2)cc1)N1CCCC1	·	1	-21	1.5	3
60	COc1ccc(CNC(=O)CN(C(=O)c2cc3sccc3n2C)C2CCCC2)cc1	9	1	1	1.2	-5

item	STAT3 act	ROMK primary	STAT1 activator	APP 5UTR inh	STAT3 inh
49	108	0.54	102	6	-5
50	100	-0.46	99	-34	2
51	106	0.092	101	9	-2
52	86	0.79	104	-4	21
53	114	-0.075	103	-7	-11
54	98	·	94	-4	7
55	93	0.73	95	-14	15
56	97	0.34	100	14	8
57	97	·	101	4	3
58	96	-0.32	98	9	7
59	100	-0.73	116	·	0
60	104	·	100	-9	-1
